Bioassay records (PubChem BioAssay)
TbREL1 primary: TbREL1 inhibition, primary screen | TbREL1 RNA ligation, FRET fluorescence | inhibition, % at 9.66 µM | 89,000 tested, 0.49% active | AID 1117264 | P86926;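 active = inhibition above the mean inhibition across all screened compounds plus 3 SD, cut at about 11% in these data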;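 also: 0% = plate median of test wells and 100% = NSC42067 control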
Target sequence (P86926 whole entry, looked up): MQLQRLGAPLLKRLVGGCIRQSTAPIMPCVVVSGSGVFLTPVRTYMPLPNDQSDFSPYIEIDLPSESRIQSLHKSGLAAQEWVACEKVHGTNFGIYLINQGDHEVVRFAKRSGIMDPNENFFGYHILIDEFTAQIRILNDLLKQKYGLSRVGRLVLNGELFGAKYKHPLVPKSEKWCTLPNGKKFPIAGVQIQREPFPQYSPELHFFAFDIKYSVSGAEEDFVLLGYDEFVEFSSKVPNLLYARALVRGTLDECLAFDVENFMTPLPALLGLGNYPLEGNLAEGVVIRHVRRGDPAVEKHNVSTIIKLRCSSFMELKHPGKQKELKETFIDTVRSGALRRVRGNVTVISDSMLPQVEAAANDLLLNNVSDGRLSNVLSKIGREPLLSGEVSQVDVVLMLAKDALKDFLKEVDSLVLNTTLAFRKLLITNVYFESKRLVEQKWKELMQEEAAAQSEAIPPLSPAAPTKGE
Active calls of the source: *. The list is partial, so the mix of outcomes need not match the whole.

mol,TbREL1 primary
COc1cccc(C(=O)Nc2cc(NC(=O)c3cccs3)ccc2C)c1,7
CCCCNC(=O)C(CC)Sc1nc2sc(C(=O)OC)c(C)c2c(=O)n1N (stereo not drawn),-3
C#CCOCCOCCOCCNc1nc(N2CCN(C(=O)C([C@@H](C)O)n3cc([C@@H](N)CCCCN)nn3)CC2)nc(N2CCN(C(=O)[C@H](CCCCN)n3cc([C@@H](N)CC(N)=O)nn3)CC2)n1 (stereo partly drawn),3
COc1ccccc1NC(=O)Cc1noc(CN(C)Cc2cccs2)n1,-2
CCOc1ccc(NC(=O)CN(C)C(=O)Cn2c(=O)cnc3ccccc32)cc1OCC,0
CC(=O)Nc1ccc(S(=O)(=O)n2nc(C)cc2C)cc1,3
CCOC(=O)c1c(C)[nH]c(C(=O)COC(=O)c2ccc(F)c(S(=O)(=O)N3CCOCC3)c2)c1C,-2
CN(C)CC/C=C1/c2ccc(F)cc2Sc2ccc(Cl)cc21,7
COC(=O)C1=CC[C@@H](NC(=O)OC(C)(C)C)[C@H](O)[C@H]1O[Si](C)(C)C(C)(C)C,-2
COc1ccc(CN(CCN2CCOCC2)C(=O)c2cc(F)ccc2F)cc1OC,1
Nc1cc(S(=O)(=O)O)cc([N+](=O)[O-])c1O,21*
CN(CC(=O)Nc1c(Cl)cccc1Cl)C(=O)CCCN1C(=O)c2ccccc2C1=O,-2
CC[C@]12c3[nH]c4ccc(Cl)cc4c3CCN1C(=O)[C@@H](CC(=O)NCc1cccc(C(F)(F)F)c1)C[C@@H]2C(=O)N1CCN(C(=O)c2ccco2)CC1,-1
O=C(COc1cccnc1[N+](=O)[O-])Nc1ccc(Cl)c(S(=O)(=O)N2CCOCC2)c1,2
O=C(NC1CCN(Cc2ccccc2)CC1)c1ccccc1NS(=O)(=O)c1ccc(F)c(F)c1,1
COc1ccc(NS(=O)(=O)c2cc(N/C(=N\S(=O)(=O)c3ccccc3)c3ccc(F)cc3)ccc2Cl)cc1,-1
CN1CCN(C2CCN(c3cccc(Cl)c3)CC2)CC1CCO (stereo not drawn),1
COc1ccccc1C(=O)Nc1ccc2c(c1)OCO2,0
CCOc1cc(NS(=O)(=O)c2ccc(NC(C)=O)cc2)c(OCC)cc1NC(=O)C(C)C,-2
COc1cc(NC(=O)COc2ccc(-n3cnnn3)cc2)c(OC)cc1Cl,0
Cc1ccc(S(=O)(=O)N2CCCCC2)cc1NC(=O)CSc1nnc(N)s1,-4
O=C(OCC#CCSc1nnc(-c2cccc3ccccc23)o1)c1ccc2ccccc2c1,4
CC(=O)c1cccc(NS(=O)(=O)c2ccc(N/C=C/C(=O)c3ccc(F)cc3)cc2)c1,-3
O=C(Cc1ccccc1)NNC(=O)C1CC=CCC1 (stereo not drawn),2

Reformatted with the structure last: entries from further up.
TbREL1 primary | molecule
-4 | Cc1ccc(S(=O)(=O)N2CCCCC2)cc1NC(=O)CSc1nnc(N)s1
2 | O=C(Cc1ccccc1)NNC(=O)C1CC=CCC1 (stereo not drawn)
0 | COc1cc(NC(=O)COc2ccc(-n3cnnn3)cc2)c(OC)cc1Cl

Remaining list, next part.
mol,TbREL1 primary
COc1ccc(NS(=O)(=O)c2ccc(NC(=S)NC(=O)c3cccc(F)c3)cc2)nn1,-2
COc1cc(C2=NOC(C(=O)NCc3ccco3)C2)cc(OC)c1OC (stereo not drawn),6
Cc1ccc(S(=O)(=O)c2c(C)nn(C(C)(C)C)c2OC(=O)c2cccs2)cc1,6
O=C(NCC1CCCO1)c1cccc(S(=O)(=O)Nc2ccccc2Cl)c1 (stereo not drawn),3
COc1ccc2oc(-c3cccc(NC(=O)CSc4ccc(Cl)cc4)c3)nc2c1,0
COC(=O)c1cc(N=Nc2c(C)[nH]c3ccccc23)cc(C(=O)OC)c1,-1
CN1C2=N[C@H](c3cccc(C(F)(F)F)c3)CC(=O)N2/C(=C\c2ccccc2)[C@H]1c1ccccc1,-4
COC(=O)CN1C(=O)N/C(=C/c2cc(OC)c(OC)cc2C)C1=O,3
COc1ccccc1NC(=O)CC(NCc1ccccc1)C(=O)O (stereo not drawn),5
Cc1nn(Cc2ccc(Cl)cc2)c(C)c1NC(=O)C(c1ccccc1)c1ccccc1,-4
O=C1Cc2cc(S(=O)(=O)Nc3ccc(N4CCOCC4)cc3)ccc2N1,-2
COc1ccc(/C=N/c2oc(-c3ccccc3)cc2C#N)cc1OC,-2
COc1ccc(CNC(=O)C2CCN(S(=O)(=O)c3ccc4c(c3)NC(=O)C(C)S4)CC2)cc1 (stereo not drawn),4
O=C/C(=C\Nc1ccccn1)c1nc2ccccc2o1,2
Cc1nc(/N=C(\N)NC(=O)N2c3ccccc3Sc3ccccc32)nc2ccccc12,-2
COc1ccc(S(=O)(=O)N2CCCCCC2)cc1NC(=O)CN(C)Cc1ccc2c(c1)OCO2,-1
COc1ccccc1CNC(=O)NC1CCN(CC(=O)Nc2ccc3c(c2)OCCO3)CC1,1
CC(=O)Nc1nc(CC(=O)c2ccccc2)cs1,0
COc1ccc(Br)cc1C(=O)O,3
Cc1ccc(S(=O)(=O)NCC(=O)N(CCc2ccccc2)CC(=O)NCc2ccco2)cc1,-1
CC(=O)NC1=NN(C(C)=O)C(C)(c2ccc(Br)cc2)S1 (stereo not drawn),-3
COc1cccc(OC)c1C(=O)Nc1ccc(S(=O)(=O)Nc2cc(C)nc(C)n2)cc1,0
CN(Cc1ccccc1)C(=O)CCSc1nc(-c2ccc3c(c2)OCO3)cc(C(F)(F)F)n1,1
COc1ccc(CCNC(=O)COC(=O)c2ccc(C)s2)cc1,-1

Continuation.
structure	TbREL1 primary
Cc1ccc(NNC(=O)CCc2ccccc2)c(C)c1	-1
O=C(CSCc1c(Cl)cccc1Cl)Nc1ccccc1-c1ccccc1	0
O=C(Cn1ccccc1=O)NCc1ccc(F)cc1	5
COc1ccc(-c2cnc3cccnn23)cn1	0
CCOC(=O)N1CCN(C(=O)c2nc3ccccc3s2)CC1	0
Cc1ccc(-c2nnc(N(C)C(=O)C3CCCO3)s2)cn1 (stereo not drawn)	1
CC(C)(C)[C@H]1C=C(C(=O)NCc2ccccc2)O[C@@H](OCc2ccc(CO)cc2)C1	0
COc1ccc(/C=C(\C#N)C(=O)NCc2cccs2)cc1OC	-2
O=C(NCCCN1CCOCC1)c1ccc(Sc2ccccc2Cl)c([N+](=O)[O-])c1	-3
Cc1ccc(S(=O)(=O)CCC(=O)OCC(=O)N(C)c2ccccc2)cc1	0
CCN(CC(=O)Nc1c(F)cccc1F)C(=O)CCCOc1ccc(OC)cc1	0
COc1ccc(NC(=O)N(C)C[C@@H]2OCc3cnnn3CCCC(=O)N([C@@H](C)CO)C[C@H]2C)c(OC)c1	-5
COc1ccc(-c2csc3nc(-c4ccccc4)oc(=O)c23)cc1OC	0
Cn1nc(-c2ccc(Cl)cc2)c2cc(C(=O)N3CCN(c4ccccc4)CC3)sc21	2
Cc1cccc(/C=N\NC(=O)c2csnn2)c1	1
O=C(COC(=O)CNS(=O)(=O)c1c(F)cccc1F)NC(=O)NC1CCCCC1	3
CCOc1cccc(-c2csc(C3COc4ccccc4O3)n2)c1 (stereo not drawn)	1
C=CCSc1nnc(-c2ccccc2NC(C)=O)c(=O)[nH]1	7
COc1ccc(S(=O)(=O)Cc2ccc(C(=O)NC3CCC(C)CC3)o2)cc1 (stereo not drawn)	-4
COc1cccc(CN(C)C(=O)CCC(=O)c2cc(Br)ccc2OC)c1	1
CN(CCc1ccccn1)C(=O)c1ccc(Sc2ccccc2Cl)c([N+](=O)[O-])c1	6
Cc1ccc(S(=O)(=O)N2CCN(C(=O)CSc3nnnn3C)C2)cc1	0
N#Cc1cccc(S(=O)(=O)N2CCN(c3ccnc4cc(Cl)ccc34)CC2)c1	1
Cc1csc(NC(=O)CSc2nnc(CCNC(=O)c3cccs3)n2C)n1	-1

Entries listed so far printed as active in TbREL1 primary.
structure	TbREL1 primary
Nc1cc(S(=O)(=O)O)cc([N+](=O)[O-])c1O	21*

Additional results
structure	TbREL1 primary
Cc1ccccc1NC(=O)c1c2c(nc3ccccc13)CCC2	3
Fc1ccc(/C=N/NC2=Nc3cccc4cccc2c34)cc1	3
CCOC(=O)c1c(C)[nH]c(C(=O)COC(=O)c2ccc(N3CCCC3=O)cc2)c1C	2
O=C(NCc1ccccc1CN1CCCC1)c1cc2ccccc2o1	2
N#Cc1ccc(NC(=O)N2CCC(c3nc4c(nnn4Cc4cccc(Cl)c4)c(=O)[nH]3)CC2)cc1	-1
COc1cc(C(=O)Nc2ccc3c(c2)Cc2cc(NC(=O)c4cc(OC)c(OC)c(OC)c4)ccc2-3)cc(OC)c1OC	-2
CC1CC(C)CN(C(=O)CCC(=O)Nc2nnc(C(C)C)s2)C1 (stereo not drawn)	-1
O=C(CSc1nnc(-c2ccccc2)o1)Nn1cnnc1	2
COc1ccc(-n2nc(C(=O)NCC(=O)N(C)Cc3ccccc3)c3ccccc3c2=O)cc1	3
CCOC(=O)C1NN=C(C(=O)c2ccccc2)C1c1ccccc1 (stereo not drawn)	0
COC(=O)c1ccc2nc(C3CCCCC3)c(Cc3ccc(OC)cc3C)n2c1	3
Cc1cnc(NC(=O)c2cncc(Br)c2)s1	-1
CCCc1ccc(-c2cc(N)n[nH]2)cc1	-2
COc1ccccc1C(=O)Nc1ccc(NC(=O)C2CCCCC2)nc1	-1
Cc1ccc(NC(=O)C(C)NC(=O)OCc2ccccc2)cc1C (stereo not drawn)	-1
Cc1ccc2[nH]c(-c3cccc(F)c3)cc(=O)c2c1	0
COCCSc1ccccc1C(=O)Nc1cc(C)cc(C)c1	1
CCc1oc2c(C)c(O)ccc2c(=O)c1-c1ccc2ccccc2n1	-2
CS(=O)(=O)N1CCN(S(=O)(=O)c2ccccc2[N+](=O)[O-])CC1	2
CNC(=O)c1nc(C)c(C2(C)CC(c3cccc([N+](=O)[O-])c3)=NO2)s1 (stereo not drawn)	1
O=C1OC(Nc2ccc(F)cc2F)c2ccccc21 (stereo not drawn)	2
CCOC(=O)c1ccccc1NC1CC(=O)N(c2ccccc2C)C1=O (stereo not drawn)	-1
Brc1ccc(C2=Nn3c(Cn4nnc5ccccc54)nnc3SC2)cc1	0
COc1cccc(C(=O)N(Cc2ccc3c(c2)OCO3)Cc2nc3ccccc3c(=O)[nH]2)c1	-1
O=C(NCC1CCCO1)Nc1cccc(Cl)c1 (stereo not drawn)	-2
CN(CC(=O)Nc1cccc(S(=O)(=O)N2CCCC2)c1)CC(=O)Nc1ccc(F)c(F)c1F	0
CC1CC(C)CN(CCCNC(=O)CC2Oc3ccccc3NC2=O)C1 (stereo not drawn)	5
COC(=O)C(C)Sc1nnc(Cc2cc(=O)[nH]c(=O)[nH]2)n1-c1ccc(OC)cc1 (stereo not drawn)	-2
COc1ccccc1CNC(=O)N1CCN(c2ccccc2)CC1	-4
O=C(O)CNC(=O)C1(NC(=O)OCc2ccccc2)CCCC1	2
Cc1ccc(C(=O)Nn2c(N)c(S(=O)(=O)c3ccc(C)cc3)c3nc4ccccc4nc32)cc1	-2
O=C(N/N=C/c1ccco1)c1cccc(S(=O)(=O)Nc2ccccc2Cl)c1	0
CNC(=O)CCCCC(=O)N/N=C/c1ccc(Cl)cc1Cl	0
COc1cccc(N(C)C(=O)[C@@H](C)[C@@H](O)c2ccc(Cl)cc2)c1	1
CCOc1ccc(/C=C2/C(=O)N(c3ccc(OC)cc3)C(=S)N2CC(=O)OC)cc1OCC	2
Cc1ccc(S(=O)(=O)N(C)C)cc1NC(=S)NCCc1ccccn1	-4

Next section; the last 7 above are carried over.
structure	TbREL1 primary
O=C(O)CNC(=O)C1(NC(=O)OCc2ccccc2)CCCC1	2
Cc1ccc(C(=O)Nn2c(N)c(S(=O)(=O)c3ccc(C)cc3)c3nc4ccccc4nc32)cc1	-2
O=C(N/N=C/c1ccco1)c1cccc(S(=O)(=O)Nc2ccccc2Cl)c1	0
CNC(=O)CCCCC(=O)N/N=C/c1ccc(Cl)cc1Cl	0
COc1cccc(N(C)C(=O)[C@@H](C)[C@@H](O)c2ccc(Cl)cc2)c1	1
CCOc1ccc(/C=C2/C(=O)N(c3ccc(OC)cc3)C(=S)N2CC(=O)OC)cc1OCC	2
Cc1ccc(S(=O)(=O)N(C)C)cc1NC(=S)NCCc1ccccn1	-4
CCOc1ccc(CCNC(=O)CCc2nnc3ccc(N4CCOCC4)nn23)cc1	3
COc1ccc(NC(=O)CSc2n[nH]c(N)n2)cc1OC	4
O=C(NCc1ccc(F)cc1)C1CCCN(C(=O)NCc2ccccc2)C1 (stereo not drawn)	-1
CNC(=O)CCCc1nc(-c2ccccc2Cl)no1	-2
CN1CCC(N(C)C(=O)Cc2ccccc2[N+](=O)[O-])CC1	5
Cc1cc(C)cc(NC(=O)NCCCN2CCN(c3ccc(F)cc3)CC2)c1	-1
Cc1cc(C)n2nc(C(=O)N/N=C/c3ccc(Cl)cc3)nc2n1	-1
CCCCCCCN1C=CC(=O)CC1	-4
COC(=O)c1ccc2c(=O)n(-c3ccccc3)c(SCN3C(=O)c4ccccc4C3=O)nc2c1	-2
Cc1ccc(SC[C@H](C)CN2CC[C@H](C(C)(C)C)CCC2=O)cc1	3
C=CC#CC1(O)CC(C)[N+](C)(C)CC1C (stereo not drawn)	1
Cc1nn(Cc2ccc(Cl)cc2Cl)c(C)c1NC(=O)CCl	5
Cc1cccc(-n2cc(CNCCc3nc(C)cc(C)n3)c(-c3cccc(F)c3)n2)c1	-1
CC[C@H](C)[C@H](NC(N)=O)C(=O)Nc1ccc(OC)c(Cl)c1	-3
CCOC(=O)N1CCN(C(=O)C[C@H]2C(=O)N(Cc3ccc(OC)cc3)C3=CCCCC[C@@]32C(=O)OC)CC1	-4
